Compound activity from PubChem.
BioA inh: blocks M. tuberculosis BioA enzyme activity; purified M. tuberculosis BioA enzyme, plate reader; inhibition, % at 9.99 µM; 0.096% of 360,000 active; in the data active means inhibition above about 40%
Numbers without * were called inactive. Some of the compounds tested (hit frequency here may not be typical).

smiles	BioA inh
CO[C@H]1CN(C)C(=O)c2ccc(NC(C)=O)cc2OC[C@H](C)N(CCC(F)(F)F)C[C@H]1C	1.7
C[C@@H]1CN([C@@H](C)CO)C(=O)c2cccc(NC(=O)Nc3ccc4c(c3)OCO4)c2O[C@@H]1CN(C)Cc1ccc(Cl)c(Cl)c1	-1.2
COc1ccc(S(=O)(=O)Nc2ccc3c(c2)C(=O)N([C@@H](C)CO)C[C@@H](C)[C@@H](CN(C)C(=O)Nc2ccc4c(c2)OCO4)O3)cc1	0.0
C[C@H]1CN([C@@H](C)CO)C(=O)c2cc(C#CCN(C)C)cnc2O[C@H]1CN(C)C(=O)Nc1cccc(F)c1	-4.9
COc1ccccc1CNC(=O)C[C@H]1C[C@H]2c3cc(NC(=O)NC4CCCC4)ccc3O[C@H]2[C@H](CO)O1	-0.4
COc1ccccc1CNC(=O)C[C@@H]1C=C[C@H](NC(=O)CC2CC2)[C@@H](CO)O1	-0.6
O=C(C1CCOCC1)N1C[C@H]2[C@@H](c3ccccc31)[C@H](CO)N2C(=O)Cc1ccccn1	-3.4
O=C(C[C@H]1C[C@@H]2c3cc(NC(=O)c4ccc5c(c4)OCO5)ccc3O[C@@H]2[C@@H](CO)O1)NCc1cc(F)ccc1F	1.1

Later entries
smiles	BioA inh
O=C(C[C@@H]1CC[C@H]2[C@@H](COC[C@@H](O)CN2C(=O)c2cnccn2)O1)NCc1ccc(Cl)cc1	-1.1
CO[C@@H]1CN(C)C(=O)c2ccc(NC(=O)c3ccccc3F)cc2OC[C@H](C)N(C(C)=O)C[C@H]1C	1.3
O=C(C1CCC1)N1CCCCN2[C@@H](CO)[C@H](c3ccc(C#CC4CCCC4)cc3)[C@@H]2C1	0.2
COc1ccc(CN(C)C[C@H]2Oc3ccc(NC(=O)NC(C)C)cc3C(=O)N([C@H](C)CO)C[C@@H]2C)cc1	0.6
C[C@H](CO)N1C[C@H](C)[C@@H](CN(C)C)Oc2cc(C#CCN(C)C)ccc2S1(=O)=O	-3.4
CNC[C@H]1OCCCC[C@@H](C)Oc2ccc(NC(=O)Nc3ccc4c(c3)OCO4)cc2C(=O)N([C@@H](C)CO)C[C@@H]1C	-1.0
C[C@@H]1CCCCO[C@@H](CN(C)Cc2ccc(C(F)(F)F)cc2)[C@@H](C)CN([C@@H](C)CO)C(=O)c2cc(NC(=O)Nc3ccc(F)cc3)ccc2O1	-2.9
C[C@H]1CN([C@@H](C)CO)C(=O)Cc2cc(NS(=O)(=O)c3ccccc3)ccc2O[C@H]1CN(C)Cc1ccc(-c2ccccc2)cc1	0.0

The listing continues:
smiles	BioA inh
COc1ccc(S(=O)(=O)Nc2ccc3c(c2)C(=O)N([C@@H](C)CO)C[C@@H](C)[C@H](CN(C)C(=O)Nc2ccc(F)cc2)O3)cc1	-0.9
C=CCN1C(=O)[C@@]2(O[C@@H](CCO)[C@H]([Si](C)(C)c3ccc(OC)cc3)[C@H]2C)c2cc(N3CCOC3=O)ccc21	-0.9
C[C@@H]1CN([C@H](C)CO)S(=O)(=O)c2ccc(C#C[C@@H](C)O)cc2O[C@@H]1CN(C)C(=O)CN(C)C	2.4
CO[C@H]1CC[C@@H]2CCN(C)C(=O)[C@@H](C)[C@H](OC)CN(C)C(=O)c3cc(C#N)ccc3OC[C@@H]1O2	0.4
C[C@H](CO)N1C[C@H](C)[C@@H](CN(C)Cc2ccncc2)Oc2cc(C#CC(C)(C)O)ccc2S1(=O)=O	3.3
O=C(Cc1ccccc1)N1C[C@H]2[C@@H](c3ccccc31)[C@H](CO)N2C(=O)C1CCCC1	0.7
C[C@@H]1CN([C@@H](C)CO)C(=O)c2cc(NC(=O)NC3CCCCC3)ccc2O[C@H]1CN(C)CC1CCCCC1	4.2
COc1cccc(-c2ccc3c(c2)[C@H]2[C@H](CCN2C(=O)C2CCC2)[C@@H](CO)N3)c1	59.8*

A different layout for part of the listing above.
canonical_smiles: C[C@@H]1CN([C@@H](C)CO)C(=O)c2cc(NC(=O)NC3CCCCC3)ccc2O[C@H]1CN(C)CC1CCCCC1
  BioA inh = 4.2

canonical_smiles: O=C(Cc1ccccc1)N1C[C@H]2[C@@H](c3ccccc31)[C@H](CO)N2C(=O)C1CCCC1
  BioA inh = 0.7

canonical_smiles: C[C@@H]1CN([C@H](C)CO)S(=O)(=O)c2ccc(C#C[C@@H](C)O)cc2O[C@@H]1CN(C)C(=O)CN(C)C
  BioA inh = 2.4

(cont.)
smiles	BioA inh
CO[C@H]1CN(C)C(=O)c2cc(NC(=O)NC3CCCCC3)ccc2OC[C@@H](C)N(CCc2ccccc2)C[C@H]1C	7.4
CCC(=O)N1[C@H](CN(CC)C(=O)c2cccc(F)c2)[C@@H](c2ccccc2)[C@@H]1CO	4.8
COc1cccc(NC(=O)N[C@@H]2CC[C@H](CC(=O)NCc3ccncn3)O[C@H]2CO)c1	-3.3
CCC(=O)Nc1ccc2c(c1)C(=O)N(C)[C@@H]1CC[C@H](CC(=O)N3CCCCC3)O[C@H]1CO2	-0.2
COc1cccc(CN2CCCCN3[C@H](CO)[C@@H](c4ccc(-c5cccnc5)cc4)[C@H]3C2)c1	22.7
Cc1ccc(S(=O)(=O)N2CC[C@@H]3[C@H](CO)Nc4ccc(-c5ccc(C#N)cc5)cc4[C@@H]32)cc1	1.3
COc1ccc(NC(=O)Nc2ccc3c(c2)C(=O)N([C@H](C)CO)C[C@@H](C)[C@@H](CN(C)S(=O)(=O)c2ccccc2)O3)cc1	2.3
CO[C@@H]1CN(C)C(=O)c2cc(NC(C)=O)ccc2OC[C@@H](C)N(Cc2ccccn2)C[C@H]1C	-1.9

Remaining list, next part
smiles	BioA inh
CN1c2ccc(-c3cccc(F)c3)cc2[C@H]2[C@H](CCN2C(=O)c2ccncc2)[C@@H]1CO	69.1*
C[C@H](NC(=O)[C@@H]1[C@@H](CO)[C@@H]2Cn3c(cccc3=O)[C@@H]2N1S(C)(=O)=O)c1ccccc1	-0.5
C[C@H](CO)N1C[C@H](C)[C@H](CN(C)Cc2cncnc2)Oc2ncc(-c3ccc(C#N)cc3)cc2C1=O	0.4
CO[C@H](CN(C)S(=O)(=O)c1ccccc1)[C@@H](C)CN(Cc1ccccc1Cl)[C@H](C)CO	-0.8
COc1cccc(-c2ccc([C@H]3[C@@H](C#N)N(C(=O)c4ccccn4)[C@@H]3CO)cc2)c1	-2.7
C[C@@H]1CN([C@@H](C)CO)S(=O)(=O)c2ccc(C#CCC3CCCC3)cc2O[C@H]1CN(C)C	-5.2
Cc1noc(C)c1NC(=O)Nc1ccc2c(c1)C(=O)N([C@@H](C)CO)C[C@H](C)[C@H](CN(C)S(=O)(=O)c1cn(C)cn1)O2	1.0
C[C@H](CO)N1C[C@H](C)[C@@H](CN(C)CC2CCOCC2)Oc2cc(Br)ccc2S1(=O)=O	-0.1

Further entries:
smiles	BioA inh
C[C@@H]1CN([C@@H](C)CO)C(=O)c2cccc(NC(=O)C3CCOCC3)c2O[C@H]1CN(C)C(=O)Nc1ccccc1	-0.2
O=C(CC(F)(F)F)N1C[C@H]2[C@@H](c3ccccc31)[C@@H](CO)N2CC1CCCCC1	-9.1
C[C@@H]1CN([C@@H](C)CO)C(=O)c2cc(NC(=O)CCN3CCOCC3)ccc2O[C@@H]1CN(C)S(=O)(=O)c1cccs1	-1.8
CN(C)C(=O)[C@H]1[C@H](CO)[C@H]2Cn3c(ccc(-c4ccccc4)c3=O)[C@@H]1N2CCc1ccccc1	-0.1
CN(C)C(=O)c1ccc(-c2ccc3c(c2)[C@H]2[C@H](CCN2S(=O)(=O)c2cn(C)cn2)[C@H](CO)N3)cc1	5.1
CC(=O)N(C)C[C@@H]1Oc2cc(C#CC3CCCC3)ccc2S(=O)(=O)N([C@H](C)CO)C[C@@H]1C	0.6
CCNC(=O)C[C@@H]1CC[C@H]2[C@H](COc3ccc(NC(=O)c4cccc(C(F)(F)F)c4)cc3C(=O)N2C)O1	10.6
COC(=O)[C@@H]1[C@@H](CO)[C@@H]2Cn3c(ccc(-c4ccccc4OC)c3=O)[C@@H]2N1C(=O)c1cccnc1	-2.4

More structures.
smiles	BioA inh
CCCNC(=O)C[C@@H]1C[C@H]2c3cc(NC(=O)NC4CCCC4)ccc3O[C@H]2[C@@H](CO)O1	-1.9
COc1ccc(NC(=O)N(C)C[C@H]2OCCCC[C@@H](C)Oc3ccc(NC(=O)C4CCCCC4)cc3C(=O)N([C@H](C)CO)C[C@@H]2C)cc1	3.1
COCC#Cc1cnc2c(c1)C(=O)N([C@@H](C)CO)C[C@@H](C)[C@@H](CN(C)C(=O)C1CCC1)O2	-3.8
COc1ccc(S(=O)(=O)N(C)C[C@H]2OCCCC[C@H](C)Oc3ccc(NS(=O)(=O)c4cccs4)cc3C(=O)N([C@H](C)CO)C[C@H]2C)cc1	-0.9
COCCNC(=O)C[C@@H]1CC[C@H]2[C@H](COc3ccc(NC(=O)c4cnccn4)cc3C(=O)N2C)O1	6.5
Cc1noc(C)c1S(=O)(=O)N(C)C[C@H]1Oc2ccc(NC(=O)CCC(F)(F)F)cc2CC(=O)N([C@H](C)CO)C[C@H]1C	4.7
C[C@@H]1CN([C@H](C)CO)C(=O)c2cc(N(C)C)ccc2O[C@@H](C)CCCCO[C@H]1CN(C)S(=O)(=O)c1ccccc1	0.5
COc1ccc(-c2cn(CC[C@H]3CC[C@H](NC(=O)NC(C)C)[C@@H](CO)O3)nn2)cc1	-1.8

Other records follow:
smiles	BioA inh
COc1ccc(C#Cc2ccc3c(c2)[C@H]2[C@H](CCN2C(=O)c2cccc(F)c2)[C@@H](CO)N3)cc1	-0.1
COc1ccccc1C#Cc1cnc2c(c1)C(=O)N([C@@H](C)CO)C[C@H](C)[C@@H](CN(C)C(C)=O)O2	-0.3
Cc1noc(C)c1NC(=O)N(C)C[C@H]1Oc2ccc(NS(=O)(=O)c3cccs3)cc2C(=O)N([C@H](C)CO)C[C@H]1C	-1.1
O=C(Cc1cccnc1)N1CCCCN2[C@H](CO)[C@@H](c3ccc(C#CC4CC4)cc3)[C@H]2C1	-1.7
COc1ccc(S(=O)(=O)N(C)C[C@@H]2OCCCC[C@@H](C)Oc3ccc(NC(=O)C4CCCCC4)cc3C(=O)N([C@@H](C)CO)C[C@@H]2C)cc1	-2.4
CC(C)NC(=O)N(C)C[C@@H]1OCCCC[C@@H](C)Oc2ccc(NC(=O)C3CCCCC3)cc2C(=O)N([C@H](C)CO)C[C@H]1C	0.8
CC(C)CC#Cc1cnc2c(c1)C(=O)N([C@H](C)CO)C[C@@H](C)[C@H](CN(C)C(=O)C1CCOCC1)O2	1.8
CC(=O)N1CC[C@H]2[C@@H]1c1cc(-c3cccc(F)c3)ccc1N(C)[C@H]2CO	25.3

Carrying on:
smiles	BioA inh
CCC(=O)N(C)C[C@H]1Oc2cc(C#CCOC)ccc2S(=O)(=O)N([C@H](C)CO)C[C@H]1C	1.7
O=C(C[C@@H]1C[C@@H]2c3cc(NC(=O)C4CCC4)ccc3O[C@@H]2[C@@H](CO)O1)NCC(F)(F)F	1.7
C[C@H](CO)N1C[C@H](C)[C@@H](CN(C)C(=O)Nc2ccc(F)cc2)Oc2ccc(NC(=O)Nc3ccc(F)cc3)cc2CC1=O	-0.8
CCS(=O)(=O)NCC[C@@H]1CC[C@@H](NC(=O)C2CCC2)[C@@H](CO)O1	-0.2
CCC(=O)Nc1ccc2c(c1)C(=O)N(C)C[C@@H](OC)[C@H](C)CN(CC1CC1)[C@@H](C)CO2	0.4
CN1C(=O)c2cc(NC(=O)Nc3ccc(Cl)cc3)ccc2OC[C@H]2O[C@@H](CC(=O)O)CC[C@@H]21	-1.1
O=C(O)[C@H]1[C@H](CO)[C@H]2Cn3c(ccc(-c4ccccc4F)c3=O)[C@H]2N1C(=O)c1cnccn1	-1.4
O=C(C[C@H]1C=C[C@@H](NC(=O)CN2CCOCC2)[C@H](CO)O1)NCc1cccc(F)c1	3.1

Following part.
smiles	BioA inh
O=C(Nc1ccc(F)cc1)N1C[C@@H]2[C@H](c3ccccc31)[C@@H](CO)N2C(=O)Cc1cccnc1	-1.3
C[C@H]1CN([C@@H](C)CO)C(=O)c2cc(-c3ccc(F)cc3)cnc2O[C@H]1CN(C)Cc1ccccn1	0.2
CCCN1C[C@H](C)[C@@H](OC)CN(C)C(=O)c2ccc(NC(=O)C3CCC3)cc2OC[C@H]1C	0.4
O=C(C[C@H]1CC[C@@H](NC(=O)Nc2cc(F)ccc2F)[C@H](CO)O1)Nc1ccccc1	0.2
C[C@@H]1CN([C@@H](C)CO)S(=O)(=O)c2ccc(C#CC3CC3)cc2O[C@@H]1CN(C)Cc1ccccn1	-9.8
CO[C@@H]1CN(C)C(=O)c2cc(NC(=O)c3ccno3)ccc2OC[C@@H](C)N(S(C)(=O)=O)C[C@@H]1C	18.1
C[C@H]1CN([C@@H](C)CO)C(=O)c2cc(C#Cc3cccc(F)c3)cnc2O[C@H]1CN(C)C(=O)c1ccccc1F	4.2
C[C@@H]1CN([C@@H](C)CO)C(=O)c2cc(NC(=O)Nc3ccccc3)ccc2O[C@@H](C)CCCCO[C@@H]1CN(C)S(=O)(=O)c1ccc(Cl)cc1	-0.5
O=C(Nc1ccc2c(c1)[C@@H]1C[C@@H](CC(=O)N3CCCCC3)O[C@H](CO)[C@@H]1O2)C1CCC1	-0.6
C[C@H]1CCCCO[C@@H](CN(C)Cc2ccc(C(=O)O)cc2)[C@@H](C)CN([C@@H](C)CO)C(=O)c2cc(NC(=O)Nc3ccccc3)ccc2O1	1.3

Given with each value named: entries from further up
C[C@@H]1CN([C@@H](C)CO)S(=O)(=O)c2ccc(C#CC3CC3)cc2O[C@@H]1CN(C)Cc1ccccn1
  BioA inh: -9.8
C[C@H]1CN([C@@H](C)CO)C(=O)c2cc(C#Cc3cccc(F)c3)cnc2O[C@H]1CN(C)C(=O)c1ccccc1F
  BioA inh: 4.2
CO[C@@H]1CN(C)C(=O)c2cc(NC(=O)c3ccno3)ccc2OC[C@@H](C)N(S(C)(=O)=O)C[C@@H]1C
  BioA inh: 18.1
